Assay outcomes deposited in PubChem by Sanford-Burnham Center for Chemical Genomics.
APJ agonist: activates the human apelin receptor APJ. P35414. CHO-K1 APJ PathHunter beta-arrestin, luminescence; 0% DMSO wells, 100% apelin. activation, % at 20 µM. 330,000 tested, 0.11% active;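 active = activation more than six SD over the plate average, tested at 20 µM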;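 note: 0% = DMSO alone and 100% = apelin-13 at 10 nM; some results filed as inactive read as strong as hits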
Target sequence (P35414 whole entry, looked up): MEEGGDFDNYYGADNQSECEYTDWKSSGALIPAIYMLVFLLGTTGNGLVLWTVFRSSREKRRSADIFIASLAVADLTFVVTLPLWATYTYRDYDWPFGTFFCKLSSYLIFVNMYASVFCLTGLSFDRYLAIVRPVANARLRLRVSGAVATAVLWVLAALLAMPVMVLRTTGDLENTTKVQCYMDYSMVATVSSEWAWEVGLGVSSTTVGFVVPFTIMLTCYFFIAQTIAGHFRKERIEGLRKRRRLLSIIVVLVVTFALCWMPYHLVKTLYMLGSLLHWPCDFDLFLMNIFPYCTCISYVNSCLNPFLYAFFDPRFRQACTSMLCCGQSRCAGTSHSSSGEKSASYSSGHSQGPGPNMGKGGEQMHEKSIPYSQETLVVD
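Material: engineered CHO-K1 APJ arrestin reporter cells; amount: 1000 CHO-K1 reporter cells seeded per well; incubation: compound stimulation 90 min at 25 °C, detection 60 min; signal: luminescent beta-gal fragment complementation, chemiluminescent substrate; read-out basis: APJ agonist activity; controls: DMSO-only wells as negative, 10 nM Apelin-13 as positive control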
MPTP inh: blocks calcium-induced mitochondrial swelling. 360,000 tested, 1.4% active. AID 602449. inhibition, % at 10 µM. isolated mouse mitochondria, Ca2+ swelling absorbance, 30 min;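 active = inhibition of 50% or more, scaled per plate between neutral and stimulator controls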;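 note: 0% = DMSO wells given calcium and 100% = 1 mM EGTA wells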
tim23-1 inh: inhibits growth of tim23-1 mutant yeast | S. cerevisiae tim23-1 growth, BacTiter-Glo luminescence, 24 h | inhibition, % at 20 µM | 330,000 tested, 1.3% active;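 active = growth inhibition of the mutant yeast at or above 50%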;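 note: temperature-sensitive mutant grown at 25 °C; plate controls were DMSO-treated mutant yeast for no effect and medium wells lacking yeast for full effect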
TIM10 inh: growth inhibitors of TIM10 yeast strain. S. cerevisiae TIM10 strain growth, BacTiter-Glo luminescence, 24 h. inhibition, % at 10 µM. AID 463195. 330,000 tested, 1.4% active;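 active = inhibition of 40% or more at the single tested concentration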;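 note: wild-type TIM10 isogenic control strain grown at permissive 25 °C; 0% = DMSO yeast wells and 100% = minimal medium wells without yeast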
NLRP3 yeast inh: inhibitors of NALP3 inflammasome in yeast; 330,000 tested, 0.39% active; Yeast reconstituted NLRP3/ASC/caspase-1, beta-gal luminescence, 24 h; inhibition, % at 10 µM;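 active = inhibition of 50% or more; inactive = inhibition below 50%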;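 note: plate controls were induced DMSO wells for no effect and uninduced yeast grown without galactose for full effect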
tim10-1 inh: inhibits growth of tim10-1 mutant yeast | S. cerevisiae tim10-1 ts strain growth, BacTiter-Glo, 24 h | inhibition, % at 20 µM | 330,000 tested, 2.2% active | AID 463190;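 active = inhibition of at least 40%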;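 note: mutant grown at 25 °C; 0% = DMSO wells with yeast and 100% = wells holding no yeast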
NR3A LBD binder: modulators (binders) of human NR3A ligand-binding domain; NR3A LBD differential scanning fluorimetry, Tm shift; 0% = protein alone, 100% = glycine-bound protein; Tm shift relative to glycine control, % at 25 µM; 340,000 tested, 2.5% active;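 active = melting temperature shift of at least 10% of the positive control shift, at one fixed dose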
APJ antagonist: blocks the human apelin receptor APJ | P35414 | CHO-K1 APJ beta-arrestin complementation, luminescence | 330,000 tested, 0.32% active | inhibition, % at 20 µM;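 active = inhibition above about 40% at 20 µM, limit read from the data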;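 note: cells challenged with 10 nM apelin-13 agonist together with compound; plate controls were apelin-13 plus DMSO wells for no effect and DMSO wells lacking apelin-13 for full effect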
beta cell repl: MIN6 beta-cell proliferation induction; 330,000 tested, 0.29% active; proliferation, % at 10 µM; MIN6 cells proliferation, ATPlite luminescence, 48 h; cells starved in 0.2% serum; 100% = growth in 10% serum;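 active = compounds whose signal lies at least 3.5 SD above the mean of all wells on their plate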;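 note: 0% = DMSO-treated cells in low-serum medium and 100% = 10% serum control; some compounds called inactive have numbers as strong as hits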
The depositor's hits bear a star; . = not tested or not shown. Not a hit list; 7.2% or so of the library scored in one or more.

The first three compounds as a preview:
SMILES	APJ agonist	MPTP inh	tim23-1 inh	TIM10 inh	NLRP3 yeast inh	tim10-1 inh	NR3A LBD binder	APJ antagonist	beta cell repl
Cn1c(-c2ccccc2Br)n[nH]c1=S	-1	-3.4	3	7	-1	3	-1	11	-1
CC(C)CNc1nc(N)c([N+](=O)[O-])c(N2CCCCCC2)n1	-3	1.7	35	14	29	24	-1	11	2
COCCN1CCn2c(nc3cc(NC(=O)Cn4nc(C)c5ccccc5c4=O)ccc32)C1	4	1.4	-12	-3	14	4	1	4	-2

Main list (from the top)
SMILES	APJ agonist	MPTP inh	tim23-1 inh	TIM10 inh	NLRP3 yeast inh	tim10-1 inh	NR3A LBD binder	APJ antagonist	beta cell repl
Cn1c(-c2ccccc2Br)n[nH]c1=S	-1	-3.4	3	7	-1	3	-1	11	-1
CC(C)CNc1nc(N)c([N+](=O)[O-])c(N2CCCCCC2)n1	-3	1.7	35	14	29	24	-1	11	2
COCCN1CCn2c(nc3cc(NC(=O)Cn4nc(C)c5ccccc5c4=O)ccc32)C1	4	1.4	-12	-3	14	4	1	4	-2
CC[C@@]1(C(=O)OC)N[C@H](CN(C)C(=O)Nc2ccc(F)cc2)[C@@H]2C(=O)N(Cc3ccccc3)C(=O)[C@@H]21	0	-1.3	-4	7	10	-13	1	0	-4
N=C1C(c2nc3ccccc3c(=O)[nH]2)=C(O)CN1CCO	0	-1.7	42	1	10	22	-4	-13	2
O=S(=O)(Nn1c(O)c(C=C2N=c3ccccc3=N2)sc1=S)c1ccccc1	-4	7.9	8	-4	10	-2	7	22	-4
CCCCn1c(=O)[nH]c(=O)c2c1nc(COc1ccc(C#N)cc1)n2CCC	-3	-0.5	-3	-3	11	-3	0	21	-2
CC(C)C(C(=O)NCc1ccco1)N(CC1CCCO1)C(=O)CNS(=O)(=O)c1ccc(F)cc1 (centres undefined)	-1	0.3	20	1	16	11	1	2	1
CC1(C)CC(=O)c2sc(NC(=O)CN3CCCCC3)nc2C1	-2	-1.7	9	-7	1	7	0	7	-1
CC(C)(Oc1ccc(Cl)cc1)C(=O)NC1CCCCC1	-7	-0.5	28	19	24	37	0	19	-1
COc1ccc(OC)c(C(c2nnnn2Cc2ccco2)N2CCN(C)CC2)c1 (centres undefined)	-1	-0.1	-1	3	0	1	-1	11	0
O=C(/C=C/c1ccc(OC2CSC2)cc1)c1ccc(Cl)cc1	-3	6.0	26	14	43	36	-5	14	-6
COc1ccc2cc(C)c3nnc(SCC(=O)Nc4nc(-c5ccccc5)cs4)n3c2c1	-4	4.2	25	27	-6	22	0	-5	-2
CC1=CCC(C(=O)O)(C(=O)N/N=C/c2cccs2)C(c2ccc(F)cc2)C1 (centres undefined)	-2	-0.6	15	10	9	28	0	3	-2
O=C1N(Cc2cccnc2)C[C@@H]2C[C@@H](c3ccc(C(F)(F)F)cc3)N3CCC[C@@]123	-1	-1.4	10	8	4	13	-3	-21	0
Cc1c(Br)ccc(NC(=O)COc2ccccc2C(N)=O)c1C	-2	3.2	4	-9	8	4	-1	1	-2
O=C1OC(c2ccc(F)cc2)=N/C1=C\C=C/c1ccccc1	-3	0.7	76*	37	7	50*	0	10	-5
CN(C(=O)CN1C(=O)S/C(=C\c2ccc(Cl)cc2)C1=O)C1CCS(=O)(=O)C1 (centres undefined)	-1	-1.1	1	22	10	2	2	7	-1
CCOc1cc(/C=N\NC(=O)OC)ccc1OC(=O)c1ccco1	-4	-0.8	16	21	-6	14	0	-13	0
CN(CC(=O)NC1CCCCCC1)S(=O)(=O)c1cnc[nH]1	-3	0.5	-1	-3	9	0	6	8	0
CCOc1ccccc1N=CC1=C(O)CC(c2ccccc2)CC1=O (centres undefined)	-3	-0.7	23	12	-8	18	2	19	-1
Cc1ccc(C(=O)N/N=C\c2ccc(-c3ccc(Cl)c(Cl)c3)o2)cn1	2	4.9	17	9	30	3	12*	-8	-4
COc1ccccc1C(=O)Nc1ccccc1N1CCN(S(C)(=O)=O)CC1	-3	-1.9	-33	13	8	-6	0	11	-6
Cc1ncc(CO)c(/C=N/Nc2cccc(Cl)n2)c1O	2	-7.2	13	-10	9	20	15*	0	-1
COc1ccccc1CNS(=O)(=O)c1cc(C)ccc1OC	-6	-3.6	30	21	8	18	0	16	-3
Cc1c(C(=O)Nc2ccccn2)oc2ccccc12	-3	-0.3	3	17	1	27	2	2	-4
CC(=O)c1cccc(NC(=O)N2CCC(c3nnc(SCC(N)=O)n3C)CC2)c1	2	-0.6	-2	-24	1	8	1	-14	1
N#Cc1nc(-c2ccccc2)oc1N1CCCCC1	-4	-0.9	26	-1	-14	28	0	20	-2
CC(C)NC(=O)COC(=O)c1ccc(Cl)c(S(=O)(=O)N2CCCC2)c1	-4	-3.4	10	-14	11	14	3	9	3
O=C1C=C(c2ccc(-c3ccccc3)c(F)c2)C[C@@H](c2ccc(F)cc2)C1	1	2.2	2	1	2	-1	1	-4	-5
Cc1cccc(C)c1NC(=O)c1sccc1SCC#N	-4	-1.5	8	7	2	12	2	-20	1
CC(C(=O)NC1=NCCS1)(C(F)(F)F)C(F)(F)F	-2	0.2	22	1	6	13	0	12	0
Cc1cccc(N2C(=O)C(O)=C(C(=O)c3cccs3)C2c2ccccc2)n1 (centres undefined)	0	4.4	-7	-3	14	-3	3	3	1
CCc1nnc(NC(=O)C2CC(=O)N(C3CCCC3)C2)s1 (centres undefined)	-2	-1.5	-1	5	15	-11	0	9	-2
CC(C)CCNC(=O)c1cc(-c2ccco2)nc2ccccc12	3	-0.6	14	0	16	29	1	-15	-1
CC1(C)Cc2c(sc3nc(SCC(=O)NCc4ccco4)n(-c4ccccc4)c(=O)c23)CS1	-1	1.6	-18	-19	18	-15	2	0	-5
CC(C)(C)C1CCC(C(=O)NNC(=O)c2ccncc2)CC1 (centres undefined)	4	-0.5	7	9	13	-6	0	-52	4
O=C(Nc1ccc(OC(F)F)c(Cl)c1)c1cccc(OC(F)F)c1	-4	97*	71*	63*	-36	71*	34*	-6	-6
O=C(c1ccc(F)c(F)c1)N1CCCc2ccccc21	-3	-0.4	11	-4	25	10	-1	18	1
CC(C)(Oc1ccc(Cl)cc1)C(=O)Nc1ccc(S(=O)(=O)Nc2ncccn2)cc1	-1	-3.2	-1	1	13	14	-3	12	-1
Cc1ccc(CNC(=S)Nc2ccc(C)c([N+](=O)[O-])c2)cc1	1	102*	2	5	6	8	11*	-8	0
CC(OC(=O)c1ccc2ncsc2c1)C(=O)NC1CCCCC1C (centres undefined)	-2	1.1	-2	-11	10	7	0	9	-3
COc1cc2ccccc2cc1C(=O)OCC(=O)N1CCOCC1	-1	-3.2	4	-13	4	8	-1	19	1
CCc1ccc(S(=O)(=O)Nc2ccc(-c3ccc4nncn4n3)cc2)s1	5	0.2	1	-1	17	6	1	-5	4
CCOc1cc(/C=N/NC(=O)OC)ccc1OCCSc1ccc(Cl)cc1	-2	1.3	7	12	33	2	-5	14	0
COC(=O)c1sc2cc(C(F)(F)F)cnc2c1-c1ccccn1	-2	-2.0	10	-7	-1	4	0	2	1
CCC(=O)N1CCC(NC(=O)Nc2ccc(OC(F)(F)F)cc2)CC1	-4	-0.3	2	6	-5	1	0	-6	-1
O=C1CCC(C(=O)OCC(=O)Nc2ccc(Cl)cc2C(F)(F)F)=NN1	-1	-0.3	2	5	-2	-4	1	-6	-3
COc1ccc(N(C(=O)COc2ccccc2)C2C=CS(=O)(=O)C2)cc1 (centres undefined)	-5	-1.5	6	7	2	8	-1	10	-3
O=C(Nc1ccc(F)cc1)OCCOc1ccc(Br)cc1	-2	0.6	17	13	32	-1	-11	9	-6
COc1ccccc1N(CC(=O)N1CCc2ccccc2C1)S(C)(=O)=O	-2	-0.7	10	1	1	10	1	2	-2
COc1ccc(N=c2oc3cc(O)ccc3cc2C(=O)Nc2ccccn2)cc1OC	-1	24	-13	-1	28	2	15*	21	-2
Cc1ccc(C2=N/C(=C\N3CCCCC3)C(=O)O2)cc1	-2	1.3	38	5	30	30	0	-6	2
O=C1C=C(c2cc3ccccc3s2)CCC1	4	0.4	21	-1	18	10	-3	-40	-4
COC(=O)CCC(=O)NC(=S)Nc1ccc(S(=O)(=O)Nc2cc(OC)nc(OC)n2)cc1	-7	0.9	5	1	11	14	2	6	-2
CC(=O)NC(C)c1ccc(Cl)c(Cl)c1 (centres undefined)	2	-1.4	5	-12	12	-12	-1	-5	-2
Cc1ccc(NC(=O)CSc2ccc(-c3ccc(-n4cccn4)cc3)nn2)c(C)c1	3	-1.3	6	-13	13	-11	4	34	-2
C=CCNCC(=O)Nc1ccccc1SCC(=O)Nc1ccsc1C(=O)OC	-3	0.4	30	28	7	16	-2	-22	2
COc1ccccc1Nc1nc(NCCCCO)nc(N2CCCC2)n1	3	0.7	37	25	13	24	1	-65	-1
COc1cc(C(c2c(C)[nH][nH]c2=O)c2c(C)[nH][nH]c2=O)cc([N+](=O)[O-])c1O	-7	-0.2	4	11	-58	1	1	39	-3

(continued)
SMILES	APJ agonist	MPTP inh	tim23-1 inh	TIM10 inh	NLRP3 yeast inh	tim10-1 inh	NR3A LBD binder	APJ antagonist	beta cell repl
O=S(=O)(Nc1nccs1)c1ccc(NS(=O)(=O)c2c(F)cc(F)c(Cl)c2F)cc1	0	-1.9	-3	-2	16	-14	-2	1	3
COC(=O)C1=C(N)Oc2cc(C)n(Cc3cccnc3)c(=O)c2C1c1cccc(OC)c1OC (centres undefined)	-6	-8.7	-5	-6	18	5	1	20	-2
Cc1nnc(SCc2ccccc2)[nH]c1=O	-5	0.0	9	-6	12	-7	2	-1	-2
O=C(O)C1=C[C@@H](c2ccc(F)cc2)C[C@@H](OCCCCO)O1	-3	1.6	-20	-1	5	-1	-1	10	-3
CC(C)c1ccc(N(C(=O)CNC(=O)c2ccco2)C(C(=O)NC2CCCC2)c2cccnc2)cc1 (centres undefined)	-1	-0.3	6	10	8	-13	-1	10	-2
CCOC(=O)C1Cn2c(nc3c(c2=O)C2(CCCC2)Cc2ccccc2-3)S1 (centres undefined)	4	1.7	36	15	2	32	-7	10	-2
CCCCn1nnnc1NCc1ccc(C)cc1	-2	0.9	11	1	32	10	1	-6	0
CCCC(=O)Nc1ccc(NCc2ccc(C)s2)cc1	1	0.6	23	-3	24	-1	2	13	-2
COc1ccccc1CNS(=O)(=O)c1ccc(N2CCCC2)cc1Br	.	1.0	26	-3	.	5	2	.	.
COc1ccccc1/C=C/C=N/n1c(-c2ccccc2)n[nH]c1=S	4	4.5	1	8	29	9	1	5	-1
COc1ccc(N2C3=[N+](CCCC3)CC2(C)O)cc1 (centres undefined)	-2	-1.7	0	-4	-4	13	2	-20	-2
CCn1c(SCC(=O)N2CCCCC2)nnc1-c1ccc(S(=O)(=O)N2CCN(C)CC2)cc1	-2	-2.8	8	12	-3	8	1	19	0
CCOc1ccc(OCc2ccc(C(=O)NN)o2)cc1	12	1.4	31	-14	28	2	-1	-53	1
Cc1ccc(-c2c(C#N)c(N)n(-c3ccccc3)c(=O)c2C#N)cc1	-2	5.4	15	1	16	-1	-2	14	-3
CC1=NN(c2ccccc2)C(=O)/C1=C\C=C\c1ccccc1	-3	0.2	42	54*	11	28	1	3	-6
O=C(c1cccc(S(=O)(=O)N2CCCCC2)c1)N1CCOCC1	-3	-6.4	6	1	13	10	-2	-13	-3
Cc1ccc(C(=O)Nc2cccc(NC(=O)c3ccc(C)c([N+](=O)[O-])c3)n2)cc1[N+](=O)[O-]	-2	8.1	-21	1	28	-46	14*	7	-2
